# tim23-1 inh: growth inhibitors of tim23-1 mutant yeast, primary screen, luminescence, uHTS. S. cerevisiae tim23-1 growth, BacTiter-Glo luminescence, 24 h. inhibition, % at 20 µM. hit rate 1.3% among 330,000. AID 463212, 2010;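 active = growth inhibition of the mutant yeast at or above 50%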;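 also: temperature-sensitive mutant grown at 25 °C; plate controls were DMSO-treated mutant yeast for no effect and medium wells lacking yeast for full effect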
# TIM10 inh: growth inhibitors of isogenic TIM10 control yeast, primary screen, counter-screen for tim10-1 yeast inhibitor project, luminescence, uHTS. S. cerevisiae TIM10 strain growth, BacTiter-Glo luminescence, 24 h. inhibition, % at 10 µM. hit rate 1.4% among 330,000;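 active = inhibition of 40% or more at the single tested concentration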;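 also: wild-type TIM10 isogenic control strain grown at permissive 25 °C; 0% = DMSO yeast wells and 100% = minimal medium wells without yeast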
# MPTP block: mitochondrial permeability transition pore inhibitors, primary screen, biochemical, isolated mouse mitochondria, absorbance. hit rate 1.4% among 360,000. Ca2+ swelling absorbance, 30 min. inhibition, % at 10 µM;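 active = inhibition of 50% or more, scaled per plate between neutral and stimulator controls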;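 also: 0% = DMSO wells given calcium and 100% = 1 mM EGTA wells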
# APJ antag: antagonists of human apelin receptor APJ, primary screen, CHO-K1 cells, beta-arrestin complementation, luminescence; inhibition, % at 20 µM; hit rate 0.32% among 330,000; AID 2521, 2010;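 active = inhibition above about 40% at 20 µM, limit read from the data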;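 also: cells challenged with 10 nM apelin-13 agonist together with compound; plate controls were apelin-13 plus DMSO wells for no effect and DMSO wells lacking apelin-13 for full effect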
# Target sequence (P35414 whole entry, looked up): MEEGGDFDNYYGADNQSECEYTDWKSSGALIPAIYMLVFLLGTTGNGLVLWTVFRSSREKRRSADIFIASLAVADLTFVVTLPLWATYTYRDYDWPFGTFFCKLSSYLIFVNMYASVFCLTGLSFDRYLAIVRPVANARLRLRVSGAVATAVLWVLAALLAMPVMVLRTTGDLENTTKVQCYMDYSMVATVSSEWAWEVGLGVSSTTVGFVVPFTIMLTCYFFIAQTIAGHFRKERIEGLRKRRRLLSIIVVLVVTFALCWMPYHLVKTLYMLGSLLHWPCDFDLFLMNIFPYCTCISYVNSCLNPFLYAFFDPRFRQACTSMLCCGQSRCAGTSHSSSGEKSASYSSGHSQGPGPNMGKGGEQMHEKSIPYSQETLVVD
# beta cell repl: inducers of MIN6 beta-cell proliferation, primary screen, ATP luminescence, uHTS | MIN6 cells proliferation, ATPlite luminescence, 48 h; cells starved in 0.2% serum; 100% = growth in 10% serum | proliferation, % at 10 µM | hit rate 0.29% among 330,000;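 active = compounds whose signal lies at least 3.5 SD above the mean of all wells on their plate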;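 also: 0% = DMSO-treated cells in low-serum medium and 100% = 10% serum control; some compounds called inactive have numbers as strong as hits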
# NALP3 yeast inh: NALP3 inflammasome inhibitors in reconstituted yeast, primary screen, luminescence, uHTS; Yeast reconstituted NLRP3/ASC/caspase-1, beta-gal luminescence, 24 h; inhibition, % at 10 µM; hit rate 0.39% among 330,000;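 active = inhibition of 50% or more; inactive = inhibition below 50%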;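 also: plate controls were induced DMSO wells for no effect and uninduced yeast grown without galactose for full effect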
# NR3A LBD binder: binders of NR3A ligand-binding domain, primary screen, biophysical, differential scanning fluorimetry, uHTS | Glutamate receptor ionotropic, NMDA 3A (GRIN3A) ligand-binding domain | NR3A LBD differential scanning fluorimetry, Tm shift; 0% = protein alone, 100% = glycine-bound protein | Tm shift relative to glycine control, % at 25 µM | hit rate 2.5% among 340,000;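 active = melting temperature shift of at least 10% of the positive control shift, at one fixed dose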
# tim10-1 inh: growth inhibitors of tim10-1 mutant yeast, primary screen, luminescence, uHTS; S. cerevisiae tim10-1 ts strain growth, BacTiter-Glo, 24 h; inhibition, % at 20 µM; hit rate 2.2% among 330,000; AID 463190, 2010;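 active = inhibition of at least 40%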;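 also: mutant grown at 25 °C; 0% = DMSO wells with yeast and 100% = wells holding no yeast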
# APJ ag: agonists of human apelin receptor APJ, primary screen, CHO-K1 cells, PathHunter beta-arrestin, luminescence | 0% DMSO wells, 100% apelin | hit rate 0.11% among 330,000 | activation, % at 20 µM | P35414;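 active = activation more than six SD over the plate average, tested at 20 µM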;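 also: 0% = DMSO alone and 100% = apelin-13 at 10 nM; some results filed as inactive read as strong as hits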
#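 Assay system: CHO-K1 APJ beta-arrestin complementation cell line / Compound: single test compound dose, 20 µM final, 1% DMSO / Times: overnight seeding, 90 min compound at 25 °C, 1 h detection / Technique: beta-gal luminescence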
# Starred values were filed as active, the others as inactive; · = not tested or not shown.
1. O=C(NCC1CC1)c1cc(-c2ccccc2)nn1CC1CC(c2cccc([N+](=O)[O-])c2)=NO1 (centres undefined)
2. O=C(COc1ccccc1Br)N1CCN(C(=O)c2ccco2)CC1
3. CC(=O)c1ccc(-c2nnc(CCC(=O)N(C)Cc3cccc4cnccc34)o2)s1
4. CC(CCc1ccc(O)cc1)NCCc1ccc(O)c(O)c1 (centres undefined)
5. O=C(CSc1ccccc1)Nc1cccc(S(=O)(=O)N2CCCC2)c1
6. Cc1ccc(NC(=O)Nc2c(Cl)cccc2Cl)cn1
7. CCN1CCN(c2ccc(S(=O)(=O)N3CCCCC3)cc2NC(=O)/C=C/c2cc(OC)ccc2OC)CC1
8. COc1ccc(Cn2c(=O)sc3ccccc3c2=O)cc1
assay / compound	1	2	3	4	5	6	7	8
tim23-1 inh	21	-2	1	-4	22	35	14	10
TIM10 inh	12	-4	5	-4	1	5	17	6
MPTP block	0.4	-0.2	-1.2	3.2	-1.7	-0.5	0.4	-1.0
APJ antag	4	2	-3	7	-7	11	29	10
beta cell repl	0	0	-1	-8	-1	-1	-7	-5
NALP3 yeast inh	10	0	8	14	2	36	18	51*
NR3A LBD binder	-2	-1	-1	2	4	-8	2	0
tim10-1 inh	18	4	6	2	17	37	7	11
APJ ag	4	-1	-1	-2	-2	-4	-4	-3

9. Cc1cc(Cn2nc(-c3ccccc3C)cc2C(=O)O)on1
10. O=c1[nH]cnc2ccsc12
11. NC(=O)CSc1nnc(-c2cccc(S(=O)(=O)N3CCOCC3)c2)n1C1CCCCCC1
12. CCCOC(=O)Nc1cc(OC)c(Cl)cc1OC
13. Cc1nnc(NC(=O)C2(c3ccccc3)CCOCC2)s1
14. CCc1ccc(NC(=O)c2cc(C)nn2-c2ccccc2)cc1
15. COc1ccc(NC(=O)CSCC(=O)N2CCN(c3cccc(C(F)(F)F)c3)CC2)cc1
16. COc1cccc(/C=C/C(=O)c2ccc(C)c([N+](=O)[O-])c2)c1
assay / compound	9	10	11	12	13	14	15	16
tim23-1 inh	-8	10	-1	11	3	26	26	43
TIM10 inh	-11	-2	9	-6	-16	20	0	17
MPTP block	1.1	0.0	-1.1	-8.4	-2.0	2.0	-1.9	0.4
APJ antag	6	4	-5	-3	3	5	3	19
beta cell repl	-3	0	0	-1	0	1	-4	-5
NALP3 yeast inh	8	5	2	8	19	16	15	39
NR3A LBD binder	-2	-3	0	2	1	-2	0	-1
tim10-1 inh	-19	7	-8	19	7	20	1	28
APJ ag	0	-1	0	0	-3	0	-1	-2

# 2 entries picked at random from the list so far, as already listed:
12. CCCOC(=O)Nc1cc(OC)c(Cl)cc1OC
9. Cc1cc(Cn2nc(-c3ccccc3C)cc2C(=O)O)on1
assay / compound	12	9
tim23-1 inh	11	-8
TIM10 inh	-6	-11
MPTP block	-8.4	1.1
APJ antag	-3	6
beta cell repl	-1	-3
NALP3 yeast inh	8	8
NR3A LBD binder	2	-2
tim10-1 inh	19	-19
APJ ag	0	0

# Next structures follow.
17. CSc1ccc(COC(=O)c2cc([N+](=O)[O-])ccc2N2CCOCC2)cc1
18. Cc1ccc(N(Cc2cc(=O)[nH]c3ccccc23)C(=O)CCl)c(C)c1
19. COCCNC(=O)C1CC(=O)N(CCc2ccccc2)C1 (centres undefined)
20. COc1cc(C(=O)Nc2ccc(NC(=O)C(C)C)nc2)cc(OC)c1OC
21. C=CCn1c(=O)c(C(=O)NCc2ccc(Cl)cc2)c(O)c2ccccc21
22. O=C(CN1CCSCC1)N/N=C/c1ccc(F)cc1F
23. O=C(Nc1ccc(N2CCOCC2)c(Cl)c1)c1ccccc1Cl
24. CC(C)(C)NCCCCOc1ccccc1F
assay / compound	17	18	19	20	21	22	23	24
tim23-1 inh	2	15	6	-2	29	7	16	19
TIM10 inh	-8	10	3	7	-16	-6	9	1
MPTP block	-1.2	1.5	3.0	-6.4	3.3	-1.4	0.3	-2.3
APJ antag	2	4	26	2	5	29	-30	2
beta cell repl	-7	-5	5	1	-3	-3	-3	-1
NALP3 yeast inh	38	-5	5	3	12	0	14	5
NR3A LBD binder	2	·	2	2	-1	1	19*	0
tim10-1 inh	10	22	12	8	-19	-11	2	17
APJ ag	5	-2	1	0	0	-2	-4	1

# Entries of single compounds from above. Order of values: tim23-1 inh, TIM10 inh, MPTP block, APJ antag, beta cell repl, NALP3 yeast inh, NR3A LBD binder, tim10-1 inh, APJ ag
# NC(=O)CSc1nnc(-c2cccc(S(=O)(=O)N3CCOCC3)c2)n1C1CCCCCC1 is listed as -1, 9, -1.1, -5, 0, 2, 0, -8, 0
# COc1ccc(NC(=O)CSCC(=O)N2CCN(c3cccc(C(F)(F)F)c3)CC2)cc1 is listed as 26, 0, -1.9, 3, -4, 15, 0, 1, -1
# Cc1ccc(NC(=O)Nc2c(Cl)cccc2Cl)cn1 is listed as 35, 5, -0.5, 11, -1, 36, -8, 37, -4
# CCN1CCN(c2ccc(S(=O)(=O)N3CCCCC3)cc2NC(=O)/C=C/c2cc(OC)ccc2OC)CC1 is listed as 14, 17, 0.4, 29, -7, 18, 2, 7, -4
# COc1cccc(/C=C/C(=O)c2ccc(C)c([N+](=O)[O-])c2)c1 is listed as 43, 17, 0.4, 19, -5, 39, -1, 28, -2

# Following part
25. CCOC(=O)c1ccc(N/C=C/C(=O)c2ccccc2)cc1
26. O=C1OC(CO)CN1Cc1ccccc1 (centres undefined)
27. O=C(c1ccc(CS(=O)Cc2ccccc2Cl)o1)N1CCN(c2cccc(Cl)c2)CC1 (centres undefined)
28. Cc1ccccc1C(=O)c1cccn1CC(=O)NC(C)CCc1ccccc1 (centres undefined)
29. CCOC(=O)Cn1c(SC)nc2sc3c(c2c1=O)CC(C)(C)OC3
30. O=C(CCN1CCc2ccccc2C1)Nc1cccc(F)c1
31. FC(F)(F)c1cnc2c(c1)Nc1ccccc1S2
32. Cc1ccc(CN2CC(C(=O)Nc3ccncc3)CC2=O)cc1 (centres undefined)
assay / compound	25	26	27	28	29	30	31	32
tim23-1 inh	9	3	27	25	-14	16	26	-9
TIM10 inh	-6	5	13	18	-1	-1	16	-14
MPTP block	0.5	-0.4	-2.1	-1.7	-0.1	0.5	-4.6	-1.8
APJ antag	-6	3	-5	25	-1	-16	-2	-39
beta cell repl	-3	4	0	-4	-3	-2	-4	4
NALP3 yeast inh	20	14	11	5	0	18	-23	1
NR3A LBD binder	-16	0	-2	2	2	-1	0	-24
tim10-1 inh	-1	-5	33	12	-13	-3	4	-23
APJ ag	-1	-2	1	-1	-8	4	-2	-4

33. C(=N\n1cnnc1)/c1cccc(Oc2ccccc2)c1
34. CCc1cc2cc(C)cc(C)c2nc1SCC(=O)N1CCN(C(=O)c2ccco2)CC1
35. CC1CC(C)CN(C(=O)CN2C(=O)NC(C)(C)C2=O)C1 (centres undefined)
36. CCCCn1c(N)c(N(CC(C)C)C(=O)c2c(-c3ccccc3)noc2C)c(=O)[nH]c1=O
37. O=C(CN1CCN(Cc2ccccc2Cl)CC1)N/N=C/C=C/c1ccco1
38. COc1ccc(/C=C/C(=O)Oc2cccc(/C=N/NC(=O)c3cccc(F)c3)c2)cc1
39. Cc1ccc(CN2CCCN(Cc3ccc(F)cc3Cl)S2(=O)=O)cc1
40. CC1CCN(c2ccc([N+](=O)[O-])cc2C(=O)O)CC1
assay / compound	33	34	35	36	37	38	39	40
tim23-1 inh	2	20	-3	4	6	11	17	13
TIM10 inh	3	-8	12	7	-5	33	-9	-23
MPTP block	3.8	64*	0.2	0.8	2.3	-0.5	0.9	0.9
APJ antag	-3	14	23	12	-9	-11	-2	10
beta cell repl	-3	-4	7	5	2	-5	0	0
NALP3 yeast inh	-6	20	11	9	-3	13	22	33
NR3A LBD binder	-2	-1	-2	0	0	1	4	2
tim10-1 inh	31	3	-4	-9	4	17	12	6
APJ ag	0	2	0	-2	-1	0	0	3

41. CC1CCN(S(=O)(=O)c2ccc(C(C)C)cc2)CC1
42. O=C(CCn1nnc(-c2cccs2)n1)NC1CCCCC1
43. CCC(CC)NC(=O)c1cc2c(C)nn(Cc3ccccc3Cl)c2s1
44. COc1ccc(S(=O)(=O)NC(C)C(=O)Nc2ccc3c(c2)OCO3)cc1OC (centres undefined)
45. O=c1[nH]cnc2c1cnn2Cc1ccccc1
46. CCOC(=O)c1sc(NC(=O)Cc2ccc(C)cc2)nc1C
47. CCCSc1ccc2nc(-c3ccccc3)cn2c1
48. COc1ccc(NC(=O)N(Cc2ccc3c(c2)OCO3)C2CC(=O)N(c3ccc(OC)cc3)C2=O)cc1 (centres undefined)
assay / compound	41	42	43	44	45	46	47	48
tim23-1 inh	28	1	3	3	0	38	36	10
TIM10 inh	23	0	17	-2	-19	38	27	-6
MPTP block	-2.5	-0.2	-5.7	0.1	1.4	3.6	-0.3	-1.9
APJ antag	-22	0	2	7	7	-8	-5	-16
beta cell repl	-2	-1	1	1	4	-4	-6	2
NALP3 yeast inh	46	17	5	2	16	2	51*	6
NR3A LBD binder	1	1	-5	1	0	3	-1	0
tim10-1 inh	28	9	22	-8	23	38	45*	7
APJ ag	-4	0	1	-1	0	-4	0	0

49. CCOC(=O)c1ccc(NS(=O)(=O)CC)cc1
50. Cc1cc(C(=O)CN2C(=O)c3ccccc3S2(=O)=O)c(C)n1-c1ccccc1
51. O=C(COc1ccc(C(F)(F)F)cc1[N+](=O)[O-])Nc1cccc(C(F)(F)F)c1
52. O=C(O)CSc1c(-c2ccccc2)[nH]c2ccccc12
53. O=C(CNS(=O)(=O)c1cccs1)N1CCN(c2ccccc2F)CC1
54. CC1CN(C(=S)Nc2cccc(Cl)c2Cl)CC(C)O1 (centres undefined)
55. O=C(CS(=O)c1cccc(Cl)c1)Nc1ccccc1Cl (centres undefined)
56. CCn1c(=O)c(=O)n(CC)c2cc(S(=O)(=O)Nc3cc(C)ccc3C)ccc21
assay / compound	49	50	51	52	53	54	55	56
tim23-1 inh	3	43	-30	20	20	5	11	5
TIM10 inh	-7	25	-11	12	-11	13	11	-1
MPTP block	-0.5	-2.6	8.8	0.5	1.9	-0.6	1.1	-0.7
APJ antag	-21	8	-11	8	11	8	-4	4
beta cell repl	-4	-3	0	-1	0	0	-2	-3
NALP3 yeast inh	14	0	2	-7	24	12	4	3
NR3A LBD binder	0	1	-1	-1	0	1	-2	3
tim10-1 inh	6	24	-13	23	9	8	12	4
APJ ag	8	0	-1	-2	2	-4	-1	-2

57. Cc1ccc2nc(-c3ccc(NC(=S)NC(=O)C(C)C)cc3)sc2c1
58. O=C(CCCn1cnc([N+](=O)[O-])n1)Nc1cccc2ccccc12
59. COc1ccc(S(=O)(=O)NCCc2csc(-c3cccnc3)n2)cc1
60. Cn1nc2c(c1C(=O)O)CCCC2
61. CC(=O)c1c(C)[nH]c(C(=O)OCc2cc(-c3ccco3)on2)c1C
62. CSc1ccccc1OCc1cc(C(=O)N(C)Cc2nonc2C)no1
assay / compound	57	58	59	60	61	62
tim23-1 inh	13	6	23	13	-1	21
TIM10 inh	12	16	1	2	7	-3
MPTP block	2.1	0.3	-1.9	2.0	1.5	0.6
APJ antag	4	-28	13	0	8	-3
beta cell repl	-3	-3	3	5	1	0
NALP3 yeast inh	14	2	1	-5	20	27
NR3A LBD binder	-5	1	2	0	3	13*
tim10-1 inh	20	34	24	9	-12	17
APJ ag	-4	7	4	1	13*	-1

# Screens from PubChem BioAssay.
